aSyn 5UTR inh – MLPCN primary screen, SNCA 5' untranslated region | alpha-synuclein 5'UTR reporter, inhibitor activity | inhibition, % (tested at 7.5 µM) | AID 1813 | 300,000 tested, 0.82% active; in the data active = inhibition above about 60%; inconclusive = no clear call, values can overlap the other calls;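 also: H4 neuroglioblastoma cells stably carrying SNCA 5'UTR luciferase fusion; 0% = DMSO wells and 100% = positive control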
GSK3beta inhib – blocks human GSK3beta kinase activity; P49841; GST-GSK3beta kinase, ADP-Glo luminescence, 60 min; active compounds read low; activity score (negative = inhibition), % at 10 µM; 300,000 tested, 0.038% active; AID 2097;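 active = more than half of replicate wells score below -50%, meaning over 50% inhibition versus plate controls; inconclusive = some replicates but at most half score below -50%; inactive = no replicate scores below -50%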;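 also: 0% = median DMSO wells and -100% = median GW8510 positive control wells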
Target sequence (P49841 whole entry, looked up): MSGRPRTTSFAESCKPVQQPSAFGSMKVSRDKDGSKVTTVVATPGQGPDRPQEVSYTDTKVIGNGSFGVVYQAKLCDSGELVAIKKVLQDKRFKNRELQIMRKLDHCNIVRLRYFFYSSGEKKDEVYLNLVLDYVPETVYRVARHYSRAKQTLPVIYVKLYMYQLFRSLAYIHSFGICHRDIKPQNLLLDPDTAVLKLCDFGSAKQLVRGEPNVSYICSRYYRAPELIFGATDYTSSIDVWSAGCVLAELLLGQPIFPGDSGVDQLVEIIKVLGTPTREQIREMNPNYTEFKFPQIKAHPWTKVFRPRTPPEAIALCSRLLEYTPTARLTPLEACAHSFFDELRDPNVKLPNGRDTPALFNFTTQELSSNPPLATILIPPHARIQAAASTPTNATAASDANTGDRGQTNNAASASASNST
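Test system: GST-fused GSK3beta enzyme, cell-free | Quantity: 1.6 ng GST-GSK3beta enzyme per well | Reagent: 25 µM ATP with peptide substrate | Schedule: 60 min enzyme reaction, room temperature | Signal: Luminescent ADP-Glo measurement of ADP formed | Read-out basis: Score relative to plate controls | Control set: DMSO and 20 µM GW8510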
IEC-6 tox – kills IEC-6 intestinal cells in KLF5 counter-screen; inhibition, % at 5 µM; 290,000 tested, 0.78% active; IEC-6 cytotoxicity, luminescence viability; in the data active = inhibition above about 22%;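 also: 0% = plate median of test compound wells and 100% = cytotoxic reference compound wells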
KLF5 inh – inhibitors of KLF5 expression | 290,000 tested, 0.23% active | inhibition, % at 5 µM | DLD-1 KLF5 promoter-luciferase reporter, luminescence | AID 1700;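 active = inhibition above a per-plate limit of that plate's mean compound inhibition plus 3 SD, cut at about 60% in these data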;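 also: 0% = DMSO wells and 100% = LY294002 at 200 µM; higher means less KLF5 promoter-driven luciferase light; inactives centre near -14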
HSF1 inh – HSF1 inhibition. NIH3T3-HGL HSE-luciferase, MG132-induced, luminescence 8 h; active compounds read low. activity change, negative = inhibition, % at 7.5 µM (by protocol). 300,000 tested, 0.77% active. AID 2098;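 active = more than half of replicate wells show activity change below -50%, luminescence cut by over half; inconclusive = some wells, but at most half, below -50%; inactive = no replicate well below -50%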;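 also: luciferase reports HSF-1 transcriptional activity via heat shock element; 0% = median of DMSO wells and -100% = zero luminescence signal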
HSP90 refold inh – blocks HSP90-mediated luciferase refolding in reticulocyte lysate; 290,000 tested, 0.91% active; inhibition, % at 5.6 µM; Rabbit reticulocyte lysate, luciferase refolding luminescence, 3 h;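 active = inhibition above the screen-wide mean plus 3 SD, computed separately per campaign, cut at about 16% in these data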;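 also: 0% = DMSO wells and 100% = 60 µM geldanamycin wells; inhibitors lower the luminescence because luciferase stays unfolded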
HIF activator – HIF pathway transcriptional activation | AID 1910 | activation, % at 7.5 µM (by protocol) | 300,000 tested, 0.32% active | U2OS HRE-luciferase reporter, luminescence; normalized: DMSO 0%, desferrioxamine 100%;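 active = mean activation of at least 10% of the iron chelator positive control signal, with at least half of replicates also reaching 10%; inconclusive = mean and replicate majority disagree about reaching 10%; inactive = mean and most replicates under 10%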
AI-2 QS mod – modulates the Vibrio harveyi AI-2 quorum sensing system; 300,000 tested, 0.4% active; activity change, % at 7.5 µM; Vibrio harveyi JMH597 AI-2 luminescence/OD600 ratio, 9 h; active compounds read low; strain lacks LuxN and CqsS sensors; 0 = neutral-control median; AID 2094; in the data active = activity change below about -75%, passing the limit was not always enough; inconclusive = no clear call, values can overlap the other calls;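 also: luminescence divided by OD600 gain over 9 h not by final OD600 alone; inactives centre near 13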
HSF-1 act – increases HSF-1 driven luciferase reporter signal | NIH3T3-HGL HSF-1 luciferase reporter, MG132, 8 h; 100% = twice DMSO control signal | AID 504408 | 300,000 tested, 1.7% active | activation, % at 9 µM;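 active = mean replicate activation of at least 50% with a set share of replicates each reaching 50%; inconclusive = only one of those two conditions met; inactive = mean below 50% and too few replicates reaching it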;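 also: 0% = median of the neutral control wells and 100% = twice that signal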
GSK3 alpha inh – blocks human GSK-3 alpha kinase; inhibition, % at 10 µM; P49840; AID 2650; ADP-Glo luminescence, 60 min; 320,000 tested, 0.1% active;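 in the data active = inhibition above about 50%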;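 also: GST-tagged GSK-3 alpha with peptide substrate and 25 µM ATP; 0% = DMSO neutral wells and 100% = GW8510 positive control wells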
Target sequence (P49840 whole entry, looked up): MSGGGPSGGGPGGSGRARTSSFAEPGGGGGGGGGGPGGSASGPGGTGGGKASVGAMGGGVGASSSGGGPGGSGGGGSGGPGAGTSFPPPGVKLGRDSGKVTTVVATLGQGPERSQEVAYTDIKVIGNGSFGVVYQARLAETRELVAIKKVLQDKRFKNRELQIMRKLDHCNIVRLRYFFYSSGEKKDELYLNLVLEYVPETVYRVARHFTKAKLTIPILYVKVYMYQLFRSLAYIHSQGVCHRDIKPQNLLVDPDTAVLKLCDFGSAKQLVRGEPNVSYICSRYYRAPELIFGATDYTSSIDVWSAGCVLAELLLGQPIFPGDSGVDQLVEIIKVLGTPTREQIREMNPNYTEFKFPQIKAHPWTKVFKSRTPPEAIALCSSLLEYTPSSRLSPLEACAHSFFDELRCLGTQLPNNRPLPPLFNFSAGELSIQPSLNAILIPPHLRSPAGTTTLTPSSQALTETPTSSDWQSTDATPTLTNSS
An asterisk follows results filed as active; ? = inconclusive; . = no result given.

SMILES	aSyn 5UTR inh	GSK3beta inhib	IEC-6 tox	KLF5 inh	HSF1 inh	HSP90 refold inh	HIF activator	AI-2 QS mod	HSF-1 act	GSK3 alpha inh
COc1cccc(NS(=O)(=O)NC(=O)c2c(C)[nH]c3ccccc23)c1	-33	4	-6	14	9	-3	1.2	20	18	-1
CC(=O)c1ccc(NC(=O)CSc2ccc(-c3ccco3)nn2)cc1	-17	-2	6	-56	0	-1	0.5	9	-12	-3
CC(=O)Nc1cccc(NC(=O)CSc2ncc(-c3ccc(Cl)cc3)n2Cc2ccco2)c1	10	.	-1	-4	3	5	-0.5	.	-5	-3
CCC1CCCCN1S(=O)(=O)c1ccccc1[N+](=O)[O-] (stereo unspecified)	-10	2	-5	10	-11	-2	0.0	23	-14	0
Cc1ccc(NC(=O)CSCC(=O)Nc2ccc(S(=O)(=O)N3CCOCC3)cc2)cc1	3	2	1	6	2	-2	-0.3	21	2	0
Fc1cccc(Nc2nc(-c3ccncc3)nc3ccccc23)c1	20	-75*	-5	-2	-13	-2	0.2	11	-22	0
CC(=O)Nc1c2c3c(cccc3n(C)c1=O)C(=O)c1ccccc1-2	8	-2	-7	3	3	4	-0.4	11	-10	7
O=C(CN1C(=O)S/C(=C\C=C\c2ccccc2)C1=O)Nc1ccc(O)cc1	-150	1	1	-11	37	3	3.4	24	59*	-1
CCOc1ccc(NC(=O)CSc2nc(N3CCOCC3)nc(N3CCOCC3)n2)cc1	11	1	-5	-42	-1	-3	0.2	13	-10	0
CC(C)(C)NC(=O)Cn1c(SCC(=O)NC2CCCC2)nc2ccccc21	-6	-2	2	0	10	-2	-1.0	9	47	0
Cc1ccnc(N=Cc2nc(-c3ccccc3Br)oc2O)c1	-102	1	-1	-132	19	0	2.1	4	27	2
COc1ccc(C(C(=O)NC2CCCC2)N(C(=O)CNC(=O)c2ccco2)c2cccnc2)cc1 (stereo unspecified)	-11	0	-4	-5	-12	-7	0.0	14	-3	0
CCC(Sc1nc(=O)cc(N)n1-c1ccccc1)C(=O)Nc1cc(C)on1 (stereo unspecified)	-27	3	9	-23	-28	6	2.4	10	-36	0
COc1ccc(C)cc1N(CC(=O)N1CCc2ccccc2C1)S(C)(=O)=O	-16	4	-6	3	-4	-3	-1.4	21	10	3
CCOc1ccccc1CNC(=O)CCCn1ccc2cc(S(=O)(=O)N3CCCC3)ccc21	5	-1	-7	-7	3	3	.	21	-1	.
CCOC(=O)N1CCN(c2c(NCCCN(CC)Cc3ccccc3)c(=O)c2=O)CC1	3	11	4	-30	10	2	-0.4	32	45	4
CCCCCCN1C=CC(=C2C(=O)c3ccccc3C2=O)C=C1	107*	-5	5	-92	?	48*	-7.3	10	-59	-3
CC(NC(=O)CNC(=O)C1CCCCC1)c1cccc(Cl)c1 (stereo unspecified)	12	.	-1	-10	-2	2	-0.1	.	5	-2
Cc1cc(C)c(NC(=O)CSc2ccc3nnc(CCNC(=O)c4ccccc4)n3n2)c(C)c1	34	1	3	-8	2	2	-0.4	-2	22	0
Cc1csc(NC(=O)CCN2C(=O)c3ccccc3S2(=O)=O)n1	3	0	2	-17	2	-1	-0.1	17	8	1
O=C(c1cccc(Br)c1)N1CCCC1	-39	0	2	3	-3	1	-1.2	26	-1	-1
COc1ccccc1CNC(=O)c1cc2sccc2n1C	34	1	2	9	2	-2	-0.5	15	1	2
FC(F)(F)c1cccnc1N1CCN(c2ncnc3nc[nH]c23)CC1	9	-3	8	-15	-4	-1	-0.3	44	-5	4
C=CCCC(=O)N1CCC(CCC(=O)NC2CC2)CC1	8	-1	0	-24	-4	-3	0.4	-1	14	0
O=C1N/C(=N\S(=O)(=O)Cc2ccccc2)S/C1=C/c1cc([N+](=O)[O-])ccc1O	-24	1	2	-2	1	4	0.5	18	-4	.
Cc1nn(C)cc1CNCc1ccc(OCC(O)CN(C)Cc2ccccc2)cc1 (stereo unspecified)	-22	1	2	-40	3	6	0.0	19	-19	-2
CCOc1ccccc1N(C)C(=O)c1cn(C)c(=O)c2ccccc12	9	-1	-4	-29	6	-7	-9.1	22	34	2
O=C(OCCn1cncn1)c1cc2ccccc2oc1=O	-10	-1	-2	-6	3	-1	-0.2	30	5	-2
CCOC(=O)C1CCN(C(=O)C2CCN(c3ncnc4c3nc3n4CCCCC3)CC2)CC1	-108	6	-7	-35	14	-2	2.7	7	19	-1
CCN(CC)CCCNc1nnc(C)c(=O)[nH]1	8	1	-4	-8	12	1	-0.6	10	40	-1
CC(NS(=O)(=O)c1ccccc1)C1CC2CCC1C2 (stereo unspecified)	10	2	.	.	-3	.	0.0	2	12	-1
Cc1cccc(-c2nc3cc([N+](=O)[O-])ccc3o2)c1	-130	3	4	-17	28	3	4.5	-7	50	-1
Cc1cccc(NC(=O)CC2C(=O)NCCN2C(=O)Nc2ccc(Cl)cc2)c1 (stereo unspecified)	9	-2	0	-24	11	-7	-0.5	16	14	1
N/C(Cc1ccc(Cl)cc1Cl)=N\OC(=O)Cc1ccccc1	-13	2	-2	17	4	4	-6.9	9	6	-3
COc1cccc2sc(NNC(=O)COc3ccccc3)nc12	-32	2	3	-3	0	3	-0.7	6	-4	1
COc1cc(NC(=O)CSc2ncnc3sc4c(c23)CCC(C)C4)c(C(=O)O)cc1OC (stereo unspecified)	-3	0	4	-5	4	1	-0.3	-5	14	7

2 neighbouring compounds out of the list so far:
SMILES	aSyn 5UTR inh	GSK3beta inhib	IEC-6 tox	KLF5 inh	HSF1 inh	HSP90 refold inh	HIF activator	AI-2 QS mod	HSF-1 act	GSK3 alpha inh
FC(F)(F)c1cccnc1N1CCN(c2ncnc3nc[nH]c23)CC1	9	-3	8	-15	-4	-1	-0.3	44	-5	4
C=CCCC(=O)N1CCC(CCC(=O)NC2CC2)CC1	8	-1	0	-24	-4	-3	0.4	-1	14	0

Further records follow:
SMILES	aSyn 5UTR inh	GSK3beta inhib	IEC-6 tox	KLF5 inh	HSF1 inh	HSP90 refold inh	HIF activator	AI-2 QS mod	HSF-1 act	GSK3 alpha inh
Cc1ccc(Cn2ccc(NC(=O)c3nn(C)cc3[N+](=O)[O-])n2)cc1	21	-4	1	-9	56	4	.	-4	76*	-1
COc1ccc(-n2nc(C(=O)NCC(=O)N3CCCCCC3)c3ccccc3c2=O)cc1	-37	2	-3	-59	1	3	0.4	21	19	-3
Cc1nc(-c2ccc(S(=O)(=O)N3CCN(Cc4ccccc4)CC3)s2)cs1	-5	-3	-8	-29	3	-5	-0.4	17	-10	-1
CCc1cccc(NC(=O)Cn2cc3c(n2)CCCC3)c1	27	0	3	8	11	0	-0.3	-33	26	0
CC1(C)C(c2ccccn2)=[N+]([O-])C(C)(C)N1O	17	0	-4	-32	1	0	0.0	22	13	-1
Cc1ccc2cccnc2c1NC(=S)NC(=O)c1ccccc1	-27	-2	-3	-1	122	15	0.1	16	137*	0
Cc1cccnc1NC(=O)COc1ccc2c(c1)CCC2	-94	3	.	.	12	.	3.1	13	16	-3
O=C(NC1CC1)C1=C[C@@H](c2ccc3c(c2)OCO3)C[C@@H](OCCCCO)O1	18	0	.	.	3	.	-0.4	15	-17	-2
CN(CC(=O)NCCc1ccccc1)S(=O)(=O)c1ccccc1	-2	-1	-4	-20	14	-6	-0.6	18	17	-1
CCOC(=O)Cc1csc(NC(=O)CCN2C(=O)c3ccccc3C2=O)n1	6	-2	0	0	4	-2	0.0	15	-11	-2
COC(=O)c1ccccc1NC(=O)Cn1cnc2c1c(=O)n(C)c(=O)n2C	-5	2	.	.	0	.	-0.2	24	-8	-2
Cc1ccccc1OCC(O)CN1CCN(CC(O)COc2ccccc2C)C(C)C1 (stereo unspecified)	3	10	4	-46	4	6	0.8	13	14	-1
COc1ccc(-c2nnc3sc(C(C)N4C(=O)c5ccccc5C4=O)nn23)cc1 (stereo unspecified)	-6	-3	2	-30	-4	-1	-0.4	12	-8	.
COc1cccc(COC(=O)C2CCN(C(=O)c3ccc(F)cc3)CC2)c1OC	9	0	.	.	-3	.	0.1	14	3	-2
CCOC(=O)CNc1nc2ccccc2n2c(C)nnc12	-5	2	2	-19	.	0	0.1	15	.	2
COC(=O)c1c(NC(=O)Cn2cnc([N+](=O)[O-])n2)sc2c1CCC(C)C2 (stereo unspecified)	18	0	7	7	7	1	-0.1	8	29	0
COc1ccc(C(=O)NC(=S)N2CCCC2)cc1	-25	0	-6	-51	16	2	2.3	28	26	-1
Cc1nnsc1NC(=O)OCc1ccc(Cl)cc1Cl	-4	-1	1	6	3	1	-0.1	0	-14	-1
O=c1c2ccccc2c(C=Nc2ccc(S(=O)(=O)Nc3ncccn3)cc2)c(O)n1-c1cccc(Cl)c1	42	3	5	-7	-4	0	0.1	10	7	-2
CCOC(=O)N1CCC(NC(=O)Cn2cccc2C(=O)c2ccccc2C)CC1	19	1	-10	-12	6	-2	0.1	22	7	2
CN1C(=O)c2cccc(NC(=O)Cc3ccccc3)c2C1=O	-7	3	-7	-19	-5	-2	-0.1	20	-6	0
CN(C)C(=O)c1ccc(NC(=O)COC(=O)/C=C/c2cccs2)cc1	-12	0	.	.	2	.	-4.3	4	1	0
COc1ccccc1C(=O)OCCN=C1NS(=O)(=O)c2ccccc21	-10	.	0	2	-2	0	-1.5	.	9	-2
CN(Cc1ccccc1)C(=O)CN(Cc1ccccc1)S(C)(=O)=O	-17	9	0	-54	5	2	-0.3	15	4	-1
Cn1c(SCC(=O)NCc2ccc3c(c2)OCO3)nnc1-c1cccs1	20	1	-1	-2	3	1	0.4	16	-8	-2
O=C(NC(=S)Nc1nc2ccccc2s1)c1ccco1	-56	-1	-2	-15	29	-7	3.1	24	7	-1
CCN1CCN(C(=O)CSc2nc3c(c(=O)n(C)c(=O)n3C)n2C)CC1	-1	-1	11	-12	-4	2	-0.2	12	-2	0
Cc1cc(C)c2c(n1)nn1c(NCCOCCO)cc(C)nc21	20	2	6	3	-11	3	-0.5	25	-6	-2
O=C(c1cccc(S(=O)(=O)N2CCOCC2)c1)N(Cc1nnc(-c2ccccc2Cl)o1)C1CC1	10	4	.	.	?	.	-0.4	7	-56	-3
Cc1nc2ncnn2c(N2CCC(C(=O)NC3CCCC3)CC2)c1Cc1ccccc1	18	2	-2	-6	2	0	-0.1	-3	3	0
O=C(CCCCC(=O)Nc1ccc(F)cc1)Nc1ccc(F)cc1	4	3	2	-30	11	3	-0.1	-15	23	-4
S=c1nc(C2CCCCC2)[nH]c2ccccc12	8	1	0	-12	2	-2	-0.2	8	10	-1
O=[N+]([O-])c1cc(C(F)(F)F)ccc1NC1CCN(Cc2ccccc2)C1 (stereo unspecified)	-4	-1	2	-7	2	-4	-0.7	28	5	-5
COc1cc(C)ccc1OCc1cc(C(=O)N2C[C@H]3CC[C@H]2C3)no1	-37	3	-3	-21	3	-7	1.1	32	3	-1
CCOC(=O)C1=C(C)NC(=O)NC1c1ccc(-c2ccc(F)cc2)o1 (stereo unspecified)	2	-2	5	1	-11	-2	0.5	29	-5	1

Not a hit list. Share with any hit: about 4.7%.
